High-throughput results: PubChem, several laboratories
CHRM5 agonist: agonists of human muscarinic M5 receptor (CHRM5) | activation, % at 3 µM | AID 624037 | CHO-K1 hM5 cells, Fluo-8 calcium fluorescence; 0% DMSO wells, 100% maximal acetylcholine response | 0.19% of 360,000 active | P08912;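 active means activation above the run's mean over test compounds plus 3 SD, cut at about 23% in these data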;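 further: signal is peak over basal fluorescence ratio across the kinetic read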
Target sequence (P08912 whole entry, looked up): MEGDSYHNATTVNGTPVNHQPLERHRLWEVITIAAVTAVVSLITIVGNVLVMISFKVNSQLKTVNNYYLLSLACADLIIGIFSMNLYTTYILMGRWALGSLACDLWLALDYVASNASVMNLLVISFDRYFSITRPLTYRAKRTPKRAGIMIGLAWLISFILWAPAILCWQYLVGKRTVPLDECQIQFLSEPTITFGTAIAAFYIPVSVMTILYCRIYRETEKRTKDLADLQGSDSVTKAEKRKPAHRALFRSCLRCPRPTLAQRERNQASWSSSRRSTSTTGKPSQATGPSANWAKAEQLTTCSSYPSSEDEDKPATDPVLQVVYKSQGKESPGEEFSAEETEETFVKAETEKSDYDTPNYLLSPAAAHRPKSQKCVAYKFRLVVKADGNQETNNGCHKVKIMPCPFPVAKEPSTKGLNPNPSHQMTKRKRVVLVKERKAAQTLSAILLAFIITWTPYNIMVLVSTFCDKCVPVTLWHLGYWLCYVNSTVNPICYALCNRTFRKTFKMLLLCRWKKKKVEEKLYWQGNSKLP
CHRM4 agonist: CHRM4 agonism in calcium assay; 0.14% of 360,000 active; AID 624127; P08173; CHO-K1 hM4/Gqi5, Fluo-8 calcium fluorescence; vehicle 0%, full acetylcholine response 100%; activation, % at 3 µM;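 active means activation above the run mean over all test wells plus 3 SD, cut at about 32% in these data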;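 further: peak over basal fluorescence ratio per well then scaled between controls; 0% = DMSO wells and 100% = acetylcholine at EC100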
CRFR2-BP ag: CRF-BP/CRF-R2 complex agonism; HEK293 CRF-R2/CRF-BP, calcium dye fluorescence (FLIPR); percent of saturating CRF peptide response; activation, % at 13.2 µM; 0.46% of 350,000 active; AID 588473;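 active means activation of at least 50%, plus an integration ratio under a set limit after plate pattern correction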;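 further: plate controls were neutral control wells without compound for no effect and CRF at EC100 for full effect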
M5 PAM: CHRM5 positive allosteric modulation; CHO-K1 hM5, Fluo-8 calcium, ACh EC20 PAM; 0% = ACh EC20, 100% = ACh EC100; activation, % at 3 µM; P08912; 0.3% of 360,000 active;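 active means activation above the run cutoff, the mean activation of all test compounds plus 3 SD, cut at about 18% in these data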
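Probe or stimulus: acetylcholine, EC20 level; Assay system: human M5 receptor in CHO-K1 cells; Schedule: compound preincubation 140 s before EC20 acetylcholine addition; Technique: intracellular calcium via Fluo-8 fluorescence; Dosing: single-point, 3 µM nominal; Read-out basis: percent activation from peak-over-basal fluorescence ratio, scaled EC20-to-EC100 acetylcholine; Repeats: one well per compound, no replicates.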
M5 antag: antagonists of human muscarinic M5 receptor (CHRM5). CHO-hM5 cells, Fluo-8 calcium fluorescence, ACh EC80. P08912. inhibition, % at 3 µM. AID 624040. 0.59% of 360,000 active;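 active means inhibition above a per-plate cutoff, the mean of that plate's test compounds plus 3 SD, cut at about 27% in these data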;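 further: 0% = acetylcholine EC80 with DMSO and 100% = DMSO without agonist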
CHRM4 antagonist: blocks acetylcholine activation of human M4 receptor | P08173 | CHO-hM4 cells, ACh EC80, Fluo-8 calcium fluorescence | inhibition, % at 3 µM | 0.73% of 360,000 active | AID 624125;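 active means inhibition above its plate's cutoff, the mean inhibition of sample wells plus 3 SD, cut at about 27% in these data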;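 further: 0% = acetylcholine EC80 with DMSO and 100% = DMSO without agonist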
CHRM1 PAM: positive allosteric modulators of human M1 muscarinic receptor; CHO-K1 hM1, Fluo-8 calcium fluorescence, ACh EC20; 0% = ACh EC20, 100% = maximal ACh; activation, % at 3 µM; 0.088% of 360,000 active; in the data active means activation above about 19%, passing the limit was not always enough
Target sequence (P11229 whole entry, looked up): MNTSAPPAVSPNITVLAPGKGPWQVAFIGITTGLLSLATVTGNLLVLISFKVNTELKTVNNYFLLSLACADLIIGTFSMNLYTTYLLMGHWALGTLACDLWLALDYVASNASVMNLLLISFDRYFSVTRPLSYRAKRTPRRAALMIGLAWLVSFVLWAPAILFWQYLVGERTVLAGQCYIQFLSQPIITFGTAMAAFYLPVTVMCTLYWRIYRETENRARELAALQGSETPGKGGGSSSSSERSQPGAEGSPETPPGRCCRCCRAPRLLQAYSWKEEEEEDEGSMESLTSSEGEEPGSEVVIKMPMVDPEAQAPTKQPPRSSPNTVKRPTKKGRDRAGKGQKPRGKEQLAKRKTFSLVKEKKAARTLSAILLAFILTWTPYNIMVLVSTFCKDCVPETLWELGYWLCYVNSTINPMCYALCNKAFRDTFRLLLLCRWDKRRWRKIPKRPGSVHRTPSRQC
CRFBP-R2 block: blocks CRF-induced signaling of the CRF-BP/CRF-R2 complex | HEK293 CRF-R2/CRF-BP, CRF-induced calcium fluorescence | 0.59% of 350,000 active | AID 588475 | inhibition, % at 11.8 µM;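 active means inhibition of the ligand-induced calcium signal above about 50% at the single tested concentration, limit read from the data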
M4 PAM: CHRM4 positive allosteric modulation | CHO-K1 hM4/Gqi5, Fluo-8 calcium fluorescence, ACh EC20; 0% = ACh EC20, 100% = maximal ACh | 0.4% of 360,000 active | AID 624126 | P08173 | activation, % at 3 µM;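 active means activation above its plate's cutoff, the mean activation of sample wells plus 3 SD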; further: some results filed as inactive read as strong as hits
Starred values were filed as active, the others as inactive; / = not tested or not shown.

CHRM5 agonist	CHRM4 agonist	CRFR2-BP ag	M5 PAM	M5 antag	CHRM4 antagonist	CHRM1 PAM	CRFBP-R2 block	M4 PAM	mol
-4	1	-0.9	-5	-8	-1	-7	0	-2	O=C(NCc1ccc(F)cc1)c1cccc(S(=O)(=O)N2CCCC2)c1
-1	0	-1.4	2	11	-7	5	15	1	Cc1ccc(NC(=O)CN(C)C(=O)CSc2nnc(C(F)(F)F)n2C)cc1
7	2	0.0	-2	0	8	0	-1	-1	CCOC(=O)c1c(NCc2ccc3c(c2)OCO3)c2ccccc2[nH]c1=O
2	17	-2.0	-6	2	-9	-5	-65	-8	CC(C)CCSc1nc2c(c(=O)[nH]c(=O)n2C)n1CCCc1ccccc1
3	13	-1.5	-12	11	3	5	-10	-3	N#Cc1cn(CC(=O)NCCc2c[nH]c3ccccc23)c2ccccc12
-2	3	-2.9	-1	15	-5	4	-10	7	Cc1ccc(S(=O)(=O)N2CCC[C@H]2C(=O)NCc2ccccc2Cl)cc1
-4	0	4.0	0	12	3	17	18	-4	Cn1c(C(=O)N[C@@H](C(=O)O)c2ccccc2)cc2cc(Cl)ccc21
0	-4	0.8	2	-6	1	5	-9	0	Cc1cccc(C(=O)O/N=C2/CC3CCC2(C)C3(C)C)c1 (stereo not drawn)
0	-1	-2.6	-1	-7	-8	0	-2	10	O=C(CNC(=O)c1ccco1)NCC(=O)OCc1ccccc1Br
-6	2	1.8	-9	24	7	-3	6	-10	COc1cc2ccccc2cc1C(=O)N(CCN(C)C)c1nc2c(C)cccc2s1
0	0	0.8	2	6	8	3	-8	1	CCOC(=O)C1C(=O)CC(C)(O)C(C(=O)OCC)C1c1ccc(NC(C)=O)cc1 (stereo not drawn)
-3	5	2.8	-12	4	0	-11	-11	-10	O=C(C(Cc1ccccc1)n1cccc1)N1CCN(c2cccc(Cl)c2)CC1 (stereo not drawn)
-2	3	-1.1	-8	0	9	2	12	-19	C/C(=N\NC(=O)CSc1nc2ccccc2s1)c1cccnc1
-4	0	0.9	-6	12	0	4	-4	-3	CCC(C(=O)Nc1ccon1)c1ccccc1 (stereo not drawn)
1	3	-5.0	-4	0	-10	5	16	4	COc1ccc(OC)c(NC(=O)CS(=O)(=O)Cc2nc(-c3ccccc3C)oc2C)c1
0	0	0.5	-3	0	20	-7	-6	-5	C=CCn1c(SCCN2C(=O)c3ccccc3C2=O)nc2scc(-c3ccccc3)c2c1=O
-8	1	-0.8	0	-4	-3	6	-3	6	COc1cccc(NC(=O)C(C)Oc2ccccc2)c1 (stereo not drawn)
1	2	-1.4	-1	5	4	10	-3	2	COc1cc(NC(=O)n2ncc3cc(Cl)ccc32)cc(OC)c1
-1	2	4.7	-7	2	2	1	0	-3	CCOc1cc2c(cc1OC)C(c1cccc([N+](=O)[O-])c1)NCC2 (stereo not drawn)
-4	0	1.2	-2	9	-8	2	-1	-6	C=CCn1c(=O)c2ccccc2n2c(SCC(=O)Nc3sc(C)c(CC)c3C(=O)OCC)nnc12
-2	1	-0.3	-2	-4	-2	11	12	1	C/C=C/c1ccc(OC)c(OC(C)=O)c1
-2	0	-1.0	-2	0	2	12	-4	6	O=C(NNS(=O)(=O)c1ccc([N+](=O)[O-])cc1)C1CCCCC1
-1	0	12	2	2	-1	11	8	2	CC(C)C[C@H]1CN([C@@H](Cc2ccc(O)cc2)CN2CCC[C@@H]2CN2C(=O)C(=O)NC[C@@H]2Cc2ccccc2)C(=O)C(=O)N1CC1CCCCCC1
3	1	0.3	7	3	11	0	6	-7	O=C(NCc1ccco1)c1cccc(C(F)(F)F)c1

Three structures from above, sorted by molar mass, lowest first:
CHRM5 agonist	CHRM4 agonist	CRFR2-BP ag	M5 PAM	M5 antag	CHRM4 antagonist	CHRM1 PAM	CRFBP-R2 block	M4 PAM	mol
-4	0	0.9	-6	12	0	4	-4	-3	CCC(C(=O)Nc1ccon1)c1ccccc1 (stereo not drawn)
-2	0	-1.0	-2	0	2	12	-4	6	O=C(NNS(=O)(=O)c1ccc([N+](=O)[O-])cc1)C1CCCCC1
0	0	0.5	-3	0	20	-7	-6	-5	C=CCn1c(SCCN2C(=O)c3ccccc3C2=O)nc2scc(-c3ccccc3)c2c1=O

Reformatted comma-delimited: part of the list above.
Compound,CHRM5 agonist,CHRM4 agonist,CRFR2-BP ag,M5 PAM,M5 antag,CHRM4 antagonist,CHRM1 PAM,CRFBP-R2 block,M4 PAM
O=C(C(Cc1ccccc1)n1cccc1)N1CCN(c2cccc(Cl)c2)CC1 (stereo not drawn),-3,5,2.8,-12,4,0,-11,-11,-10
C/C(=N\NC(=O)CSc1nc2ccccc2s1)c1cccnc1,-2,3,-1.1,-8,0,9,2,12,-19
CCC(C(=O)Nc1ccon1)c1ccccc1 (stereo not drawn),-4,0,0.9,-6,12,0,4,-4,-3
COc1ccc(OC)c(NC(=O)CS(=O)(=O)Cc2nc(-c3ccccc3C)oc2C)c1,1,3,-5.0,-4,0,-10,5,16,4
C=CCn1c(SCCN2C(=O)c3ccccc3C2=O)nc2scc(-c3ccccc3)c2c1=O,0,0,0.5,-3,0,20,-7,-6,-5
COc1cccc(NC(=O)C(C)Oc2ccccc2)c1 (stereo not drawn),-8,1,-0.8,0,-4,-3,6,-3,6
COc1cc(NC(=O)n2ncc3cc(Cl)ccc32)cc(OC)c1,1,2,-1.4,-1,5,4,10,-3,2
CCOc1cc2c(cc1OC)C(c1cccc([N+](=O)[O-])c1)NCC2 (stereo not drawn),-1,2,4.7,-7,2,2,1,0,-3
C=CCn1c(=O)c2ccccc2n2c(SCC(=O)Nc3sc(C)c(CC)c3C(=O)OCC)nnc12,-4,0,1.2,-2,9,-8,2,-1,-6
C/C=C/c1ccc(OC)c(OC(C)=O)c1,-2,1,-0.3,-2,-4,-2,11,12,1
O=C(NNS(=O)(=O)c1ccc([N+](=O)[O-])cc1)C1CCCCC1,-2,0,-1.0,-2,0,2,12,-4,6
CC(C)C[C@H]1CN([C@@H](Cc2ccc(O)cc2)CN2CCC[C@@H]2CN2C(=O)C(=O)NC[C@@H]2Cc2ccccc2)C(=O)C(=O)N1CC1CCCCCC1,-1,0,12,2,2,-1,11,8,2
O=C(NCc1ccco1)c1cccc(C(F)(F)F)c1,3,1,0.3,7,3,11,0,6,-7

(listing goes on)
CHRM5 agonist	CHRM4 agonist	CRFR2-BP ag	M5 PAM	M5 antag	CHRM4 antagonist	CHRM1 PAM	CRFBP-R2 block	M4 PAM	mol
-2	0	0.2	3	5	0	7	22	2	Cc1ccc(C(=O)Nc2cccc(C(=O)O)c2)cc1S(=O)(=O)N1CCCCC1
5	1	1.3	6	-6	5	3	9	-6	CCN(CC)C(=O)Cn1cc(C(=O)C2CC2)c2ccccc21
-3	3	-1.6	-1	5	16	-5	-23	12	O=C(CCc1nc2ccccc2[nH]1)Nc1ccccc1
-2	1	-1.0	-3	2	0	10	-17	13	Cc1nnc(Sc2c(N)n(C)c(=O)n(C)c2=O)s1
-3	2	-0.7	-3	2	-1	-8	9	-4	CCOc1ccc(C(=O)NNC2CC(=O)N(CCc3ccccc3)C2=O)cc1OC (stereo not drawn)
-1	1	-0.5	8	-4	-14	10	3	13	O=C(Cn1ccc2ccccc2c1=O)NCC(=O)Nc1ccc(F)cc1F
-11	1	-1.0	-26	5	16	-26	-25	-22	O=C(Nc1ccc(F)cc1)C(NC1CCCCC1)c1ccccc1 (stereo not drawn)
-3	12	-0.7	-6	15	0	-7	3	-7	O=c1cc(-c2cc3ccccc3o2)c2cc(O)ccc2o1
2	7	20	-6	23	2	8	-15	6	CCOc1cccc(C2C(C(=O)c3ccco3)=C(O)C(=O)N2c2nnc(C)s2)c1 (stereo not drawn)
1	2	25	2	1	-2	9	-50	16	CCOc1ccc(S(=O)(=O)Nc2nc3ccccc3nc2-n2ccc(=NC(=O)c3cccs3)cc2)cc1
1	0	1.5	-3	1	0	6	-30	-6	COc1cc(C(=O)N2CCC(n3c(C)nc4cc(F)ccc43)CC2)cc(OC)c1OC
0	0	-0.9	8	-12	9	6	0	1	CC1CCCCN1C(=O)CSc1ccc(-c2ccc(F)cc2)nn1 (stereo not drawn)
-4	0	1.9	-4	9	-3	-3	5	0	CCCC(C(=O)NC1CCCC1)N(CCN(CC)CC)C(=O)c1snc(C(N)=O)c1N (stereo not drawn)
-4	2	-2.5	3	-2	0	1	8	-1	COCCCn1c(SCc2cc(=O)[nH]c3ccccc23)nnc1-c1ccco1
2	7	0.6	-4	-2	6	5	15	-7	COc1ccc(S(=O)(=O)N2CCSC2c2ccc(OC)c(OC)c2)cc1 (stereo not drawn)
-20	0	-0.8	-6	6	8	-12	9	-4	COc1ccc(CNc2ncc(-c3ccccc3)n2C)c(OC)c1OC
-5	0	0.3	8	-3	-1	6	5	6	COC(=O)C(C(=O)OC)c1ccccc1[N+](=O)[O-]
-1	2	0.3	-5	0	-15	0	14	8	O=C(CCC1CCCN(C(=O)C2=CCCCC2)C1)N1CCN(c2ccccn2)CC1 (stereo not drawn)
1	0	0.5	-5	14	25	14	-12	-10	O=C(NCc1cccnc1)Nc1cccc(NC(=O)NCc2cccnc2)c1F
-1	1	2.0	-3	-1	-4	8	-6	-2	Cc1cccc(-n2c(=O)cc(N3CCN(c4ccc(F)cc4)CC3)[nH]c2=O)c1
2	1	0.9	-2	15	-2	1	1	-4	COc1ccc(Cn2c(O)c(/C=C3/C=CC=N3)c(=O)[nH]c2=O)cc1
1	1	-0.6	4	1	3	13	-27	14	Cn1nc(-c2ccc(OCC(N)=O)cc2)c2ccccc2c1=O
-4	0	1.8	-5	7	-5	10	-7	4	Cc1ccc(-c2cc3ncc(C#N)c(N)n3n2)cc1
1	2	1.9	-1	19	1	4	-18	-3	O=C(CN1C(=O)C2CCCCC2C1=O)Nc1cccc(C(F)(F)F)c1 (stereo not drawn)
6	8	-1.2	-4	-2	-4	5	-3	2	O=C(Nc1ccc(F)cc1)c1ccc(S(=O)(=O)NCC2CCCO2)cc1 (stereo not drawn)
-1	0	/	0	-14	-22	9	/	4	COCCNC(=O)C1(C)CCCN(Cc2cn(C)c3ccccc23)C1 (stereo not drawn)
-2	-1	1.2	12	-9	-3	12	-2	-2	Cc1ccc(NC(=S)N/N=C2/CCCc3c(C)cc(C)cc32)cc1
-4	1	0.5	-3	8	-2	1	103*	3	COc1ccc(NC2CCCN(C(=O)c3cccc(C)n3)C2)cc1OC (stereo not drawn)
4	6	8.8	-2	15	2	6	-10	0	CCCCC1=CC2=CC(=O)C(C)(OC(=O)c3cccs3)C(=O)C2=CO1 (stereo not drawn)
1	0	-1.6	16	-5	-5	6	7	4	CSc1ncc(Cl)c(C(=O)Nc2ccc(S(=O)(=O)Nc3nccc(C)n3)cc2)n1
1	5	/	2	4	4	/	/	18	Cc1ccc(S(=O)(=O)N2CC(CO)=CCC2c2ccccc2)cc1 (stereo not drawn)
1	0	-1.2	-3	8	6	3	8	3	COC(=O)C1CC2=C(CCC2=O)N(c2ccccc2)C1=O (stereo not drawn)
0	1	/	-4	11	6	/	/	21	CCOC(=O)[C@]12CCC=C1N(Cc1ccco1)C(=O)[C@H](CC(=O)N1CCSCC1)C2
-2	1	54*	-4	1	0	12	-234	6	COc1cc(/C=C2/C(=O)NN(c3cccc(C)c3)C2=O)ccc1OC(=O)c1ccco1
